NCI-60 one-dose screen, 48 h, at 10 µM unless noted. Numbers give growth in % (100 = growth as untreated, 0 = no growth, -100 = all killed).
UO-31 = UO-31 renal cancer; 81,000 tested, 5.2% active; AID 1794768
RXF 393 = RXF 393 renal cancer cells | 77,000 tested, 6.9% active | AID 1794773
ACHN = ACHN renal cancer; 81,000 tested, 4.9% active; AID 1794771
SN12C = SN12C renal cancer cells. 81,000 tested, 3.8% active. AID 1794767
CAKI-1 = CAKI-1 renal cancer; 75,000 tested, 4.7% active
786-0 = 786-0 renal cancer cells; 81,000 tested, 5.1% active
U251 = U251 CNS tumor cells; 80,000 tested, 5.4% active
A498 = A498 renal cancer cells. 76,000 tested, 5.4% active
TK-10 = TK-10 renal cancer cells. 81,000 tested, 3.9% active. AID 1794769
* hit, by the source's call; . = not tested or not shown. The calls were made as follows: active = growth percent below 10; inactive = the rest.

SMILES	UO-31	RXF 393	ACHN	SN12C	CAKI-1	786-0	U251	A498	TK-10
O=C(c1ccc(Cc2n[nH]c(=O)c3cccnc23)cc1)N1CCCCC1	74	88	107	104	98	106	106	108	111
Clc1ccc(Sc2cnc(-c3ccccc3)o2)cc1	78	115	100	101	90	94	91	63	85
NC(CSC(c1ccccc1)(c1ccccc1)c1ccccc1)C(=O)NCC(=O)O (stereo not drawn)	84	23	88	71	.	71	38	65	99
CN1CCN(c2c(F)cc(NC3=C(Cl)C(=O)c4ncccc4C3=O)cc2F)CC1	34	.	-63*	84	62	101	103	88	67
COc1ccc(NC(=O)/C=C/c2ccc(N(C)C)cc2)cn1	81	114	101	97	101	95	99	87	93
NC(=S)NCc1ccccc1	96	.	98	103	98	93	103	89	112
CN1CCC(OC(N)=O)CC1	101	103	109	101	119	105	107	128	111
C=C[C@]1(C)C=C2C(=O)[C@@]3(O)OC[C@@]4(CCCC(C)(C)C43O)C2(O)C(O)C1 (stereo partly drawn)	34	21	3.6*	93	11	38	54	99	-68*
COC(=O)/C=C\SC(=S)C1CCCC1=N (stereo not drawn)	101	114	110	98	105	106	101	110	127
Nc1nc2c(ncn2C2OC(COP(=O)(O)O)C(O)C2O)c(=O)[nH]1 (stereo not drawn)	104	96	110	103	104	92	96	.	.
COc1cccc(-c2nc3ccc(C(=O)NN4C(=O)c5ccccc5C4=O)cc3[nH]2)c1	83	65	99	95	93	84	103	76	102
Cc1ccc(S(=O)(=O)NCCSc2nc(-c3ccccc3)c(C#N)c(=O)[nH]2)cc1	87	125	89	94	89	103	96	97	100

Structures listed so far that have nitrogen in an aromatic ring (7):
SMILES	UO-31	RXF 393	ACHN	SN12C	CAKI-1	786-0	U251	A498	TK-10
O=C(c1ccc(Cc2n[nH]c(=O)c3cccnc23)cc1)N1CCCCC1	74	88	107	104	98	106	106	108	111
Clc1ccc(Sc2cnc(-c3ccccc3)o2)cc1	78	115	100	101	90	94	91	63	85
CN1CCN(c2c(F)cc(NC3=C(Cl)C(=O)c4ncccc4C3=O)cc2F)CC1	34	.	-63*	84	62	101	103	88	67
COc1ccc(NC(=O)/C=C/c2ccc(N(C)C)cc2)cn1	81	114	101	97	101	95	99	87	93
Nc1nc2c(ncn2C2OC(COP(=O)(O)O)C(O)C2O)c(=O)[nH]1 (stereo not drawn)	104	96	110	103	104	92	96	.	.
COc1cccc(-c2nc3ccc(C(=O)NN4C(=O)c5ccccc5C4=O)cc3[nH]2)c1	83	65	99	95	93	84	103	76	102
Cc1ccc(S(=O)(=O)NCCSc2nc(-c3ccccc3)c(C#N)c(=O)[nH]2)cc1	87	125	89	94	89	103	96	97	100

Continued:
SMILES	UO-31	RXF 393	ACHN	SN12C	CAKI-1	786-0	U251	A498	TK-10
O=C(NN=C1CCCCCC1)c1ccc(NC(=O)c2ccccn2)cc1	83	102	69	96	62	90	94	74	94
Cc1cccc2cc(-c3cc4ccccc4[nH]3)/c(=N/C(=O)Nc3ccccc3)oc12	70	124	93	96	89	101	105	106	195
CCCOc1ccc2cc([C@@H]3C[C@H]3CCNS(=O)(=O)c3ccc(C)cc3)ccc2c1	70	95	81	76	67	84	96	70	104
Fc1ccccc1NCn1nc(-c2cnccn2)oc1=S	91	98	101	93	104	99	90	95	89
COc1ccc(C2C3CCc4ccccc4C3=NN2C(=O)c2cc(OC)c(OC)c(OC)c2)cc1O (stereo not drawn)	80	57	98	114	101	106	108	.	101
CCOC(=O)C1(C(C)=O)CC1	102	102	102	97	84	101	93	100	101
C(=N\Nc1nc2ccccc2s1)/c1ccc2c(c1)OCO2	69	121	96	104	82	114	95	100	132
COc1c(B(O)O)cc(F)cc1-c1nc2ccc3[nH]ncc3c2c2c1CCCC2	5.4*	-34*	9.7*	12	-5.6*	1.0*	12	-68*	22
O=C(Nc1cccc(Cl)c1)Oc1ccc2c(c1)CCC2	98	118	101	.	101	102	103	82	102
C/C(=N\O)C(=O)Nc1ccc(F)cc1	97	116	110	101	99	94	102	72	98
COc1ccc2c3ccnc(C(F)(F)F)c3n(CCCCN)c2c1	13	50	27	52	30	54	46	17	61
CC(C)c1cccc(C(C)C)c1NC(=O)Nc1ccc(Cl)cc1Cl	82	76	83	82	50	79	.	84	85
CC(C)C(C(=O)CCN1CCCCC1)c1ccc(Cl)cc1 (stereo not drawn)	84	.	102	95	92	103	91	.	96
COC(=O)[C@]1(C)N[C@H](c2cn(-c3ccccc3)nc2-c2ccccc2)[C@@H]2C(=O)N(c3ccccc3)C(=O)[C@@H]21	88	133	105	98	101	98	100	79	113
CCC(=O)Nc1cccc([N+](=O)[O-])c1	85	97	105	88	97	96	93	96	100
COC1=CC(c2ccc[nH]2)=N/C1=C\c1[nH]c(C)c(CC(=O)OCc2ccccc2)c1C	-69*	-27*	-9.8*	6.3*	0.3*	-24*	-21*	-12*	4.1*
OC[C@@H](O)[C@@H](O)[C@H](O)[C@@H](O)CO	94	113	113	99	107	101	96	116	103
O=C1NC(=O)C(=Cc2cc(O)ccc2O)C(=O)N1	72	115	102	67	98	107	95	91	120
COC(=O)CNS(=O)(=O)c1ccc2c(c1)Cc1cc(S(=O)(=O)NCC(=O)OC)ccc1-2	87	108	102	98	92	105	100	106	107
CCOC(=O)C1=C(c2ccccc2)N=C2N(c3ccccc3)N=C(C(C)=O)N2C1c1ccc(F)cc1 (stereo not drawn)	84	76	97	94	92	100	103	70	104
COC(=O)c1csc(C2OC(CO)C(O)C2O)n1 (stereo not drawn)	102	108	108	98	97	117	99	118	114
O=C1CS/C(=N/S(=O)(=O)c2ccc(NNc3c4ccccc4nc4ccccc34)cc2)N1c1ccccc1	74	99	.	97	.	105	96	73	106
O=c1oc2ccccc2cc1C1=Nn2c(nnc2-c2cccnc2)SC1	55	113	92	102	79	106	109	119	117
CN1CCN(Cc2ccc3c(NNC(=O)c4ccccc4)nc4cc(F)ccc4n23)CC1	7.3*	39	12	17	12	26	12	-7.9*	30
O=c1cc(-c2ccccc2)nc2cc(-c3ccco3)[nH]n12	75	100	91	96	.	111	91	82	124
Nc1ccc(S(=O)(=O)NCCO)cc1[N+](=O)[O-]	92	128	105	110	94	119	98	88	115
CCCSC(SCCC)C1OC(c2ccccc2)OC2COC(c3ccccc3)OC21 (stereo not drawn)	78	93	92	93	71	93	95	92	87
COC(=O)C1CCCNOC12CCCCC2 (stereo not drawn)	86	110	110	106	95	98	96	.	106
CNC(=O)c1cc(-n2ccc3cc(NC(=S)Nc4ccc(Cl)c(Cl)c4)ccc32)ccn1	52	65	73	73	59	75	55	57	63
O=C(Cn1c(O)c(C=Nc2ccc(Nc3nccs3)cc2)c2ccccc21)c1ccc(F)cc1	55	82	89	83	63	100	109	62	138
N=C(N)SCCCCCCCCCSC(=N)N	70	89	84	94	86	78	78	95	105
COc1cccc(-c2nc3sccn3c2-c2ccnc(NCCNS(=O)(=O)c3ccc(C)cc3)n2)c1	81	89	89	91	100	90	106	102	113
C=CCn1c(SCC(=O)Nc2ccc(/C(C)=N\O)cc2)nnc1-c1ccc(OC)c(OC)c1	67	97	86	97	72	123	97	95	111
c1ccc(CCn2c(-c3cccc(-c4ncon4)c3)nc3ccccc32)cc1	83	112	104	93	99	92	91	82	96
O=C1CN2C(c3ccccc3)=CSC2=N1	61	102	98	92	79	104	94	111	125
Cc1noc(NS(=O)(=O)c2ccc(N)cc2)c1C	90	127	102	97	109	96	104	122	98
N#CC(CC(=O)c1ccccc1)c1ccc(Cl)cc1 (stereo not drawn)	79	105	103	103	96	100	88	78	88
Cc1[nH]c2ncnc(Nc3ccc(C(=O)Nc4ccc(Cl)c(C(F)(F)F)c4)cc3)c2c1C	99	114	110	99	.	101	97	98	102
O=C1Nc2c(ccc(Cl)c2Cl)/C1=C/c1ccc(O)cc1	62	.	88	97	60	92	84	115	101
C#C[C@@H]1CC2Cc3ccc(Cl)c(C)c3N1O2 (stereo partly drawn)	85	113	112	104	91	106	109	92	103
N#Cc1cnn(C(=O)c2ccccc2Br)c1NC(=O)c1ccc(Br)cc1Cl	86	100	103	104	94	96	93	106	101
COc1cccc(Cn2cc(C(=O)Nc3cccnc3Nc3cc(OC)c(OC)c(OC)c3)nn2)c1	86	109	104	107	99	100	107	86	107
COc1ccc2c(c1OC)CN(C(=O)C(C)(O)COC(C)=O)C(=O)O2 (stereo not drawn)	95	109	105	103	91	97	101	101	97
CC(C)CN(CC(C)C)C(=O)CCl	93	118	105	99	105	100	94	105	87
Cc1c(O)c(=O)ccn1-c1ccc(N(C)C)cc1	31	90	39	83	.	89	83	86	77
O=C1CSC(=NNc2ncnc3ccccc23)N1c1ccccc1	85	117	101	94	85	99	107	96	.
CCn1nccc1NC(=O)C(=O)c1c[nH]c2cccc(OC)c12	82	107	100	101	111	93	94	103	103
C=CCn1c(SCC(=O)Nc2cccc(C(=O)/C=C/c3ccccc3Cl)c2)nc2ccccc2c1=O	73	94	96	91	79	88	82	83	110

Part of the list above in order of count of non-hydrogen atoms, highest first.
SMILES	UO-31	RXF 393	ACHN	SN12C	CAKI-1	786-0	U251	A498	TK-10
COc1ccc2c(c1OC)CN(C(=O)C(C)(O)COC(C)=O)C(=O)O2 (stereo not drawn)	95	109	105	103	91	97	101	101	97
CCn1nccc1NC(=O)C(=O)c1c[nH]c2cccc(OC)c12	82	107	100	101	111	93	94	103	103
Cc1c(O)c(=O)ccn1-c1ccc(N(C)C)cc1	31	90	39	83	.	89	83	86	77

Later entries:
SMILES	UO-31	RXF 393	ACHN	SN12C	CAKI-1	786-0	U251	A498	TK-10
COc1cc(NC(=O)CSc2nnc(-c3ccc4nc(-c5ccc(Cl)cc5)[nH]c4c3)o2)cc(OC)c1OC	64	.	66	70	68	78	77	121	116
c1ccc2c(c1)CCCN2c1nc(N2CCCC2)nc(N2CCOCC2)n1	75	106	104	107	79	109	99	109	120
CC(C)(C)c1ccc(OCCCl)c(Cl)c1	.	112	99	98	105	.	109	103	102
Cc1ccc(/C=C/C(=O)c2cccc(NC(=O)CSc3nc4ccccc4c(=O)n3-c3ccccc3)c2)c(C)c1	89	97	102	107	79	98	100	117	112
CCOc1ccccc1-n1c(CN2CCN(C(=O)COc3ccc(CNCCCCCCN4C5CCCC4CC(OC(=O)Nc4cc(C)ccc4OC)C5)cc3)CC2)nc2ccccc2c1=O (stereo not drawn)	-98*	-77*	-100*	-91*	-100*	-90*	-99*	-93*	-86*
COc1ccc2c(c1)CCCN2c1c2ccccc2nc2ccccc12	30	27	25	40	28	29	14	-4.6*	48
NC(=O)NC(=O)N/N=C/c1ccc([N+](=O)[O-])o1	84	108	95	110	99	.	99	101	116
CNC(=S)Nc1ccccc1	85	113	99	98	102	112	104	87	103
COc1ccc(F)cc1N	100	98	100	101	91	103	99	106	102
NC(=S)NC(=S)Nc1ccccc1	83	111	105	104	96	100	97	102	97
O=C(O)c1c(O)cccc1O	92	116	102	97	99	94	98	97	116
CC1(C)CC[C@]23CC[C@]4(C)[C@H](CC[C@@H]5[C@@]6(C)CCC(=O)NC(C)(C)[C@@H]6CC[C@]54C)[C@H]2[C@H]1OC3=O	82	118	97	96	89	102	101	119	105

A different layout for part of the listing above.
| Compound | UO-31 | RXF 393 | ACHN | SN12C | CAKI-1 | 786-0 | U251 | A498 | TK-10 |
| --- | --- | --- | --- | --- | --- | --- | --- | --- | --- |
| Nc1ccc(S(=O)(=O)NCCO)cc1[N+](=O)[O-] | 92 | 128 | 105 | 110 | 94 | 119 | 98 | 88 | 115 |
| CCCSC(SCCC)C1OC(c2ccccc2)OC2COC(c3ccccc3)OC21 (stereo not drawn) | 78 | 93 | 92 | 93 | 71 | 93 | 95 | 92 | 87 |

More records follow:
SMILES	UO-31	RXF 393	ACHN	SN12C	CAKI-1	786-0	U251	A498	TK-10
NNCCc1ccc(NC(=O)CCCc2ccc(/C=C/C(=O)NO)cc2)cc1	49	64	88	56	94	71	22	47	77
CCCN(CCC)c1ncnc2[nH]ncc12	108	113	82	109	96	.	105	76	109
C=C(C)C1CC[C@]2(C(=O)NCCN(CCN)CCN)CC[C@]3(C)C(=CC[C@@H]4[C@@]5(C)C[C@@H](CC#CC#CC[C@@H]6C[C@]7(C)[C@H]8CC=C9[C@H]%10[C@H](C(=C)C)CC[C@]%10(C(=O)NCCN(CCN)CCN)CC[C@@]9(C)[C@]8(C)CC[C@H]7C(C)(C)[C@H]6OC(C)=O)[C@H](OC(C)=O)C(C)(C)[C@@H]5CC[C@]43C)[C@@H]12 (stereo partly drawn)	64	106	109	87	87	104	95	109	139
O=C(Cn1nncc1CN1C(=O)CSC1=O)Nc1ccc(F)cc1F	86	122	98	99	92	104	100	119	102
Nc1nn2c(-c3ccc(Br)cc3)ccnc2c1N=Nc1ccc(S(N)(=O)=O)cc1	92	106	114	96	85	95	98	93	109
COc1cc2c(c(OC)c1OC)=NC(=O)/C(=C\c1sc(Nc3ccc(S(N)(=O)=O)cc3)nc1O)C=2	84	116	99	102	96	102	97	78	106
C=C(C)[C@@H]1CC[C@]2(COC(=O)c3cccc(OC(C)=O)c3)CC[C@]3(C)[C@H](CC[C@@H]4[C@@]5(C)CC[C@H](O)C(C)(C)[C@@H]5CC[C@]43C)[C@@H]12	95	110	101	99	99	99	102	105	104
COc1ccc(/C=C/C(=O)c2ccc(NC(=O)CSc3nnc(-c4ccccc4)n3-c3ccccc3)cc2)cc1	91	102	103	107	.	120	96	118	131
CCOC(=O)c1ccccc1OCC	98	102	106	105	99	101	103	99	105
Cc1ccc(-c2ccc(SCC(=O)Nc3ccc(Cl)c(C(F)(F)F)c3)nn2)cc1	.	-33*	43	35	42	35	16	80	60
COc1cccc(C(=O)N(c2ccc(Cl)cc2)C(C(=O)NC(C)(C)C)c2cc3c(C)cc(C)cc3nc2Cl)c1 (stereo not drawn)	55	80	64	.	51	78	80	69	74
COc1ccc(/C=C(\C#N)c2nc3ccccc3s2)cc1	96	104	104	98	93	101	103	113	122
COc1ccc(-c2nc(Nc3ccc(-c4nc5ccccc5[nH]4)cc3)nc(N3CCOCC3)n2)cc1	-44*	-67*	9.0*	41	-57*	-60*	6.4*	-32*	44
CCCC(C)C(CC)(C(=O)OCC)C(=O)OCC (stereo not drawn)	91	99	110	108	94	108	94	102	118
